PI4K2A inh = inhibitors of human PI4K2A; Q9BTU6; purified PI4K2A, ADP-Glo luminescence, 1 h; active compounds read low; activity change, negative = inhibition, % at 76.9 µM; 420,000 tested, 0.13% active; in the data active = activity change below about -50%; inconclusive = mostly about -30% to -49%;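 also: -100% = wells without enzyme as full effect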
Target sequence (Q9BTU6 whole entry, looked up): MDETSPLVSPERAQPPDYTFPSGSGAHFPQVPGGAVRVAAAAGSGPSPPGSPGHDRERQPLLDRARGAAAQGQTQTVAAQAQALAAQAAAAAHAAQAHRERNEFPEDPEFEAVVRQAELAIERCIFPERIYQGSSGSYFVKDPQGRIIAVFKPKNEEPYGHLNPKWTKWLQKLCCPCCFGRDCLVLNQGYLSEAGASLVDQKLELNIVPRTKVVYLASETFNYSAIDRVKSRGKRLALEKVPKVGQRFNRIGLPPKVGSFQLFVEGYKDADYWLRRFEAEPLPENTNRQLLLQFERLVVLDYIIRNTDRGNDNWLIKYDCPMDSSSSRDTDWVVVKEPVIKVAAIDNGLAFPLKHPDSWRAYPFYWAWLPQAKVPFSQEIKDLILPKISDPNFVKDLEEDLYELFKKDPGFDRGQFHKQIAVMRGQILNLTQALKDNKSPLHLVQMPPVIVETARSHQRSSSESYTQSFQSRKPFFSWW
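In this quantitative HTS, ADP production by PI4K2A was quantified luminescently after 1 h at ambient temperature; 100 microM adenosine served as plate-quality control.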
TrxR1 substrate = rat thioredoxin reductase 1 substrate activity. O89049. purified TrxR1 substrate turnover, NADPH consumption readout. Potency, µM (series often up to 114 µM), without a hit: at the highest dose activity change, negative = substrate turnover. 390,000 tested, 0.01% active; also: potency is read from the fitted curve at half-maximal effect; % is scaled to controls: 0 for no effect and ±100 for the full control effect; nearly all actives have a fitted effect of over 50% in size
Target sequence (O89049 whole entry, looked up): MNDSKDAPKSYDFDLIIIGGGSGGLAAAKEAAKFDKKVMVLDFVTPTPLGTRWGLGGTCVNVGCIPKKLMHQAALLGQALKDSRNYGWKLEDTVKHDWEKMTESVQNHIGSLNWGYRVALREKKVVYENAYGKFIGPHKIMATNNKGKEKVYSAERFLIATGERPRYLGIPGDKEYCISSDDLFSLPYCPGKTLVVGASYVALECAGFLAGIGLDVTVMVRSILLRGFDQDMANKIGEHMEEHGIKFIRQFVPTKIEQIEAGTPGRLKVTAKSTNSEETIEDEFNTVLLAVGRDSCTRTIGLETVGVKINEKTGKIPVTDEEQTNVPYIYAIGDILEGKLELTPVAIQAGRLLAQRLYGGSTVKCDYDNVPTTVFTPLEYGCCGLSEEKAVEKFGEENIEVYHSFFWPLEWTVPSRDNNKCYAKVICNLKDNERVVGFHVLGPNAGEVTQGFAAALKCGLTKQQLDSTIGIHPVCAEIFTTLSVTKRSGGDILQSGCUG
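Rat TrxR1, dispensed at 90 nM, was prereduced with 400 uM NADPH (final) for 5 min at ~22 deg C, then incubated with compound 15 min before 400 uM selenite. A first-read NADPH fluorescence drop versus no-compound background flagged substrates.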
USP1-UAF1 inh = blocks the human USP1/UAF1 deubiquitinase complex | O94782 | recombinant USP1/UAF1, Ub-Rhodamine cleavage fluorescence | Potency, µM (series often up to 57.1 µM), without a hit: at the top dose activity change, negative = inhibition, most hits filed as inhibitors | 390,000 tested, 0.23% active; also: potency is read from the fitted curve at half-maximal effect; % is scaled to controls: 0 for no effect and ±100 for the full control effect; nearly all actives have a fitted effect of over 60% in size; inactives centre near -12
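High-throughput fluorogenic screen: 1nM USP1/UAF1 complex, Ub-Rho substrate 150nM final, 50mM HEPES pH 7.8 with 0.5mM EDTA, 0.1 mg/ml BSA, 1mM TCEP and 0.01% Tween-20.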
D2 agonist = agonists of human D2 dopamine receptor; HEK293 T-REx D2 cells, calcium flux agonist mode; activation, % at 2 µM; 340,000 tested, 0.53% active; AID 485358;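 active = activation over 3 SD above normal in the single-dose calcium agonist read, cut at about 30% in these data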; also: 0% is about no effect
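Agonism is scored from calcium flux in a force-coupled, inducible HEK293 cell line expressing D2, read kinetically for 180 s after compound addition against dopamine controls.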
TRHR enhancer = TRH receptor (human) allosteric enhancement; 360,000 tested, 0.66% active; enhancement, % at 2 µM; P34981; AID 493056; TRHR cells, fluo-8 calcium fluorescence, EC20 TRH enhancement; in the data active = enhancement above about 30%; also: 0% is about no effect
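Enhancer read-out: after compound pinning and an initial kinetic agonist-mode read, an EC20 of TRH (10 nM final) was injected and fluo-8 calcium signal (Ex 480/Em 530) followed at 1 s/cycle for 100 cycles in TRHR-expressing cells.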
TrxR1 inh = inhibitors of rat thioredoxin reductase 1; O89049; recombinant rTrxR1, NADPH fluorescence consumption, selenite substrate; Potency, µM (series often up to 114 µM), for inactives: at the highest dose activity change, negative = inhibition, most hits filed as inhibitors; 390,000 tested, 1% active; AID 588453; also: potency is read from the fitted curve at half-maximal effect; % is scaled to controls: 0 for no effect and ±100 for the full control effect; nearly all actives have a fitted effect of over 65% in size
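Rat TrxR1 (90 nM in the dispensed reagent) was pre-reduced with 400 uM NADPH for 5 min at room temperature, then incubated with compound for 15 min. After 400 uM selenite was added, NADPH fluorescence (Ex 340/Em 450 nm) was followed for 8 min.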
TRHR ag = activates the human TRH receptor; P34981; TRHR cells, calcium flux fluo-8, FDSS agonist mode; activation, % at 2 µM; 360,000 tested, 0.18% active; AID 493084; in the data active = activation above about 30%; also: 0% is about no effect
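TRHR-expressing cells, plated overnight in medium with 10% serum, were loaded with fluo-8 calcium dye at room temperature. After a 10 s baseline, library compound was pin-added and calcium release was recorded kinetically (ex 480/em 530) as agonist response.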
IDH1 R132H inh = inhibitors of human mutant IDH1 R132H; IDH1-R132H enzyme, NADPH consumption, diaphorase/resazurin fluorescence; Potency, µM (titrated, usually from 76.6 µM), for inactives: top-dose activity change, negative = inhibition, hits mostly inhibitors; 390,000 tested, 0.093% active; AID 602179; also: potency is read from the fitted curve at half-maximal effect; % is scaled to controls: 0 for no effect and ±100 for the full control effect; nearly all actives have a fitted effect of over 65% in size
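IDH1-R132H (0.5 ug/mL) preincubated 30 min with compound, then NADPH (0.016 mM) and alpha-KG (2 mM) added; 80 min at RT, pH 7.5. Remaining NADPH coupled via diaphorase/resazurin to fluorescence (540/590 nm); concentration-response curves normalized to no-enzyme control.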
D2 antag = antagonizes the human D2 dopamine receptor | P14416 | HEK293 TREx D2 cells, calcium flux, dopamine EC80 | inhibition, % at 10 µM | 340,000 tested, 2% active; in the data active = inhibition above about 30%; also: 0% is about no effect
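Tetracycline-induced HEK293 TREx cells expressing D2 receptor forced-coupled to calcium signalling, loaded with no-wash calcium dye. Compounds added and calcium flux read 180 s, then dopamine added at EC80 and read a further 180 s.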
Numbers without * were called inactive; u = inconclusive; x = not tested or not shown; [ ] = another dose, or the depositor's remark. Unless noted, calls follow the shape of the dose curve; as a rule, active = well fitted inhibition curve with a large enough effect; inconclusive = small, poorly fitted or top-dose-only effect; inactive = no such curve, though single readings can be large or run the other way. Rows are unselected. About 3.9% of those tested had a hit in this group.

SMILES	PI4K2A inh	TrxR1 substrate	USP1-UAF1 inh	D2 agonist	TRHR enhancer	TrxR1 inh	TRHR ag	IDH1 R132H inh	D2 antag
CC(=O)c1cccc(NC(=O)C(C)n2c(=O)cc(-c3ccccc3)c3c(C)nn(C)c32)c1 (stereo not given)	0	1%[57.1 µM]	8%	-0.4	3	22%[57.1 µM]	-0.5	3%	x
COc1cc(/C=C/c2nc(C#N)c(N3CCC(C)CC3)o2)cc(OC)c1OC	-10	331%[activator]	-19%	-1.4	1	53%[activator]	-1.2	-2%	x
N#Cc1ccc(CSc2nnc(COc3ccccc3)n2-c2ccccc2)cc1	-2	1%	-14%	-0.5	-8	6%	0.1	9%	-5
COc1ccc(C(=O)CC2(C(=O)O)CCCCC2)cc1	3	-3%	-19%	0.0	-3	13%	-0.3	-6%	3
Cc1ccc(NC(=S)Nn2cnnc2)c(C)c1	x	x	x	0.1	0	x	-0.3	x	-2
O=C(Cn1nc(Cl)nc1Cl)c1cc2ccccc2oc1=O	-14	-12%	-4%	0.7	6	u	2.8	15%	7
Cc1cc(C)cc(-c2nnc(SCC(=O)Nc3cc(C)on3)o2)c1	-2	-5%[57.1 µM]	-8%	-0.2	-2	21%	-0.7	1%	36*
Cc1ccc(/C=N/NC(=O)c2cccs2)cc1[N+](=O)[O-]	7	-3%	-5%	-1.4	1	1%	-0.8	1%	35*
CCN1C(=O)c2cccc3c(S(=O)(=O)Nc4ccccn4)ccc1c23	4	-12%	-9%	0.0	-6	-4%	0.1	3%	-7
Cc1cc(NC(=O)c2ccc3c(c2)OCO3)ccc1NC(=O)c1ccccc1	-4	4%	-9%	-1.3	-1	2%	-0.1	-5%	1
CC1CC(C)(C)NC(=S)N1CCC(=O)NCc1ccc(F)cc1 (stereo not given)	2	-6%	4%	2.9	4	-11%[57.1 µM]	0.3	4%	-10
O=c1ccc(-c2ccc(S(=O)(=O)NCc3cccc(Br)c3)s2)n[nH]1	-3	6%[57.1 µM]	-4%	-1.4	-3	18%[57.1 µM]	-0.6	-10%	-2
CC(NC(=O)CSc1nc(-c2cccc(Cl)c2)nc2cc(=O)[nH]n12)c1nc2ccccc2n1C (stereo not given)	0	1%[57.1 µM]	-21%	0.2	0	4%[57.1 µM]	-0.1	4%	x
O=C(CCCCCCCC(=O)N1CCCCC1)N1CCCCC1	0	11%	0%	x	x	32%	x	1%	x
NS(=O)(=O)c1cc(C(=O)Nc2ccc3c(c2)CCC3)ccc1Cl	6	0%	-9%	-0.3	15	7%	-0.5	1%	9
CCOC(=O)c1c(C)oc2nc(C)nc(NCc3ccccc3Cl)c12	4	-5%	-5%	0.3	10	2%	0.4	-8%	x
CCCCNC(=O)Nc1cc(C(=O)OC)ccc1C	-3	-6%	-9%	-0.7	-2	0%	-1.1	1%	-4
COc1ccc(NC(=O)c2ccccc2)cc1	-13	0%	-21%	0.4	-4	1%	-0.2	-4%	11
CC(C)COc1ccc(-c2nnc(-c3ccco3)o2)cc1	-20	38%[activator]	-8%	-0.7	-6	13%	-0.4	0%	28
Nc1nc(NCCCN2CCOCC2)nc(Nc2ccccc2)c1[N+](=O)[O-]	3	-8%	-5%	-1.1	0	-2%	-1.9	4%	2
COc1cccc2cc(C(=O)Nc3cccnc3N3CCOCC3)c(=O)oc12	3	-6%	-6%	0.3	4	-10%	0.0	10%	7
Cc1ccc(C(C(=O)NCc2ccco2)N(C(=O)CNC(=O)c2cccs2)c2c(C)cccc2C)cc1 (stereo not given)	0	0%	-6%	2.2	1	14%	0.2	0%	-13
Cc1nn(C)c(C)c1S(=O)(=O)N(CC(=O)NC1CCCCCC1)c1ccc(C(C)C)cc1	-7	-2%	5%	-0.9	1	18%	-0.5	-1%	-18
CCCCN(C)C(=O)C1CCC(CNS(=O)(=O)c2ccc(Cl)cc2)CC1 (stereo not given)	1	4%[57.1 µM]	-10%	0.0	-8	26%[57.1 µM]	-0.6	7%	x
CCSc1nnc([C@H](C)NC(=O)OC(C)(C)C)o1	2	3%[57.1 µM]	-6%	0.2	0	19%[57.1 µM]	0.0	1%	11

Going on with the list:
SMILES	PI4K2A inh	TrxR1 substrate	USP1-UAF1 inh	D2 agonist	TRHR enhancer	TrxR1 inh	TRHR ag	IDH1 R132H inh	D2 antag
CCCCOC(=O)NC1CCc2cc(OC)c(OC)c(OC)c2-c2ccc(SC)c(=O)cc21 (stereo not given)	-2	7%[11.4 µM]	-24%	x	x	5%[11.4 µM]	x	-4%	x
CCNC(=S)N(CCc1ccc(S(N)(=O)=O)cc1)C1CC(=O)N(c2ccccc2)C1=O (stereo not given)	0	-1%	0%	-0.4	3	19%	0.4	-5%	-9
O=C(CSc1nc(=O)n2cc(Cl)ccc2n1)Nc1ccc2c(c1)OCO2	-8	-11%	-21%	1.1	-1	-12%	-0.9	8%	4
N#Cc1cn(CC(=O)NCC2CCCO2)c2ccccc12 (stereo not given)	6	3%[57.1 µM]	-15%	x	-2	-8%[57.1 µM]	1.0	0%	x
COC(=O)C1CCN(CC(=O)Nc2ccccc2Sc2ccccc2)CC1	-2	3%	-20%	0.5	35*	24%	1.0	14%	1
COC(=O)CCCC(=O)N1CCC(CO)(CCc2ccccc2)CC1	2	-6%	-1%	-2.4	-2	-5%	0.3	-10%	1
O=C(CSc1nnc(-c2ccccc2F)o1)N1CCc2ccccc21	-1	3%	u	x	-12	16%	-0.3	7%	x
COc1cccc(-c2nc(Oc3cc(C)cc(C)c3)c3ccccc3n2)c1O	x	x	x	1.9	3	x	0.5	x	-4
O=C(O)c1ccc(NC(=S)NC(=O)C(c2ccccc2)c2ccccc2)cc1	-3	-4%	-21%	0.6	3	-24%	-0.4	0%	-12
O=C(CNC(=O)C1(c2ccccc2)CC1)Nc1ccc(F)c(F)c1	6	-7%	-15%	0.0	-1	-5%	-0.2	8%	13
CC(=O)Nc1ccc(C(=O)Nc2ccc3c(c2)OCCO3)cc1	-2	-5%	-7%	-0.3	0	11%	-1.3	-2%	-23
CCC(=O)N1CCc2cc(S(=O)(=O)CCC(=O)NC3CCCCC3)ccc21	-2	4%	-15%	1.5	-2	-1%	-0.1	12%	-2
CCOc1ccc(NC(=O)CC2C(=O)N(c3ccccc3)C(=O)N2Cc2ccco2)cc1 (stereo not given)	-2	2%[57.1 µM]	2%	0.1	15	0%[57.1 µM]	-0.1	-2%	5
CCN(CC)c1ccc(NC(=O)c2cccnc2)cc1	-3	-4%	-4%	0.1	-6	-15%	0.7	14%	16
C=CCNC(=O)CN1CCC(n2nnc3cc(C(F)(F)F)ccc32)CC1	-1	9%[57.1 µM]	-18%	0.7	-9	12%	0.7	2%	-12
O=C(COc1ccccc1Br)NCc1ccccn1	2	-7%[57.1 µM]	-15%	0.3	-1	11%	0.2	2%	-4
CC(C)(C)C(=O)CSc1nc2ccsc2c(=O)n1Cc1ccccc1F	-4	2%[57.1 µM]	-5%	0.4	-5	6%[57.1 µM]	-0.2	3%	x
Cc1cc(C)cc(NC(=O)C(C)N2Cc3ccccc3C2=O)c1 (stereo not given)	0	-2%	-4%	-0.9	5	8%	-0.4	-11%	x
COc1cc(NS(=O)(=O)c2ccc(Nc3nc(-c4ccccn4)cs3)cc2)nc(OC)n1	0	-4%	u	0.5	7	7%[57.1 µM]	0.4	-9%	5
C=C(C)Cn1c(SCC(=O)Nc2ccccc2C)nc2sc3c(c2c1=O)CCCC3	-5	5%	u	-2.3	1	6%	-1.7	-2%	x
CC(C)OC(=O)/C(=C\C=C\c1ccccc1)NC(=O)c1ccccc1	1	-9%	-12%	0.4	-5	-2%	0.7	6%	-26
Cc1cc(OCC(=O)N[C@@H](Cc2ccccc2)c2nc3ccccc3[nH]2)ccc1Cl	-3	-2%	-27%	-0.6	-8	1%	-0.4	1%	0
COc1ccc(NN=Nc2nc3c([nH]2)c(=O)n(C)c(=O)n3C)cc1	-8	4%	-14%	0.4	11	u	0.5	17%	-22
CCOC(=O)N1CCN(C(=O)CC(C(=O)N2CCc3ccccc32)n2ccnc2)CC1 (stereo not given)	-2	6%	-5%	0.1	-4	11%	-0.8	-1%	-18
CC(=O)Nc1ccc(C(=O)CSc2nc3ccc(C)cc3[nH]2)cc1	-8	-10%	-19%	-0.4	-1	-22%	-0.4	6%	-5
O=C(NCC(=O)N1CCN(c2ccccc2O)CC1)c1ccc2ccccc2c1	-15	-6%	-12%	0.6	3	1%	1.0	-7%	-1
COc1ccc2c(c1)c(N=O)c(O)n2C	6	4%[57.1 µM]	-14%	0.6	-3	12%[57.1 µM]	-0.2	-3%	-16
Cc1ccccc1C(=O)Nc1ccc(OCc2cc(=O)n3ccccc3n2)cc1	1	-2%[57.1 µM]	-10%	0.5	3	8%[57.1 µM]	0.2	-9%	x
O=C(NCCC1=CCCCC1)c1ccc2c(c1)N(Cc1cccc(Cl)c1)C(=O)c1ccccc1S2(=O)=O	-5	1%[57.1 µM]	17%	-0.6	3	39%[activator][57.1 µM]	1.0	-12%	x
COc1cc(/C=N/NC(=O)CCN2CCN(c3ccccc3)CC2)cc(OC)c1OC	-3	-5%[57.1 µM]	0%	19	6	8%[57.1 µM]	0.0	7%	30

Entries of single compounds, quoted from the list. Order of screens: PI4K2A inh, TrxR1 substrate, USP1-UAF1 inh, D2 agonist, TRHR enhancer, TrxR1 inh, TRHR ag, IDH1 R132H inh, D2 antag
`COc1ccc2c(c1)c(N=O)c(O)n2C` is listed with 6, 4%[57.1 µM], -14%, 0.6, -3, 12%[57.1 µM], -0.2, -3%, -16
`C=CCNC(=O)CN1CCC(n2nnc3cc(C(F)(F)F)ccc32)CC1` is listed with -1, 9%[57.1 µM], -18%, 0.7, -9, 12%, 0.7, 2%, -12
`COc1ccc(NN=Nc2nc3c([nH]2)c(=O)n(C)c(=O)n3C)cc1` is listed with -8, 4%, -14%, 0.4, 11, u, 0.5, 17%, -22
`Cc1cc(C)cc(NC(=O)C(C)N2Cc3ccccc3C2=O)c1` (stereo not given) is listed with 0, -2%, -4%, -0.9, 5, 8%, -0.4, -11%, x
